Assay outcomes deposited in PubChem by National Center for Advancing Translational Sciences (NCATS).
USP2a inhib: inhibitors of human ubiquitin-specific protease USP2a; O75604; Potency, µM (doses to about 38.3 µM), inactives show at the top dose activity change, negative = inhibition, usual class: inhibitors; AID 927; USP2a enzymatic assay, qHTS inhibition; 0.1% of 60,000 active;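 further: potency means the concentration at half of the fitted maximal effect; nearly all actives have a fitted effect of over 60% in size; plate controls were DMSO for no effect and NEM full inhibition control for full effect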
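Inhibition is measured in a cell-free coupled assay with 20 nM USP2 core, 20 nM Ub-PLA2 and 20 uM NBD C6-HPC, 2.5 h incubation. Activity normalized to NEM control.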
HEK293 cAMP cs: raises cAMP in parental HEK293 cells, TSHR agonist counter-screen; parental HEK293 CNG cAMP sensor, membrane potential fluorescence; 2.5% of 73,000 active; Potency, µM (doses to about 57.1 µM), for the others: top-dose activation, actives largely listed as activators; further: potency means the concentration at half of the fitted maximal effect; % of control where 0% means no effect; nearly all actives have a fitted effect of over 55% in size
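Parental HEK 293 cells stably expressing a modified CNG channel (no TSHR) report cAMP rise as membrane depolarization. Membrane potential dye with 100 uM RO 20-1724 was loaded for 60 min at room temperature, then compound added for 30 min; fluorescence read at 590 nm.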
Tau filament bind: binders of human tau filaments | P10636 | recombinant tau filaments, thioflavin S fluorescence, 15 h; filaments grown with octadecylsulfate alongside compound | Potency, µM (highest dose often 57.1 µM), for the others: at the top dose activity change, negative = inhibition | 2% of 71,000 active | AID 596;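 further: potency means the concentration at half of the fitted maximal effect; on the % scale 0 is the no-effect control and ±100 the full control effect; actives lower thioflavin S fluorescence by blocking filaments or displacing dye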
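His-tagged recombinant human tau (exons 2, 3, 10; 1 uM final) fibrillized with 30 uM sodium octadecylsulfate, 15 h at 37 C, in pH 7.4 HEPES buffer with 10 uM thioflavine S and 5 mM DTT. Reduced ThS fluorescence (450/510 nm) marks activity.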
TexasRed autofl: compounds fluorescent in Texas Red spectral region | max dye-equivalent concentration, M | AID 587 | 0.06% of 59,000 active | Compound fluorescence, Texas Red channel, 547/618 nm; active compounds read high; in the data active means max dye-equivalent concentration above about 10 nM; inconclusive means between about 1.1 nM and that limit
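Compound fluorescence was read after 15 min at room temperature in 100 mM Tris, pH 8.0, using 547 nm excitation and 618 nm emission across a concentration series. It was expressed as Texas Red dye-equivalent concentration from an on-plate standard curve.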
Caspase-1 inhib: blocks human caspase-1 allosterically or competitively | P29466 | Caspase-1 enzyme, Ac-WEHD-AFC fluorogenic rate | Potency, µM (titrated, usually from 57.5 µM), for inactives: at the top dose activity change, negative = inhibition, actives largely listed as inhibitors | 0.03% of 75,000 active;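 further: potency means the concentration at half of the fitted maximal effect; plate controls were vehicle for no effect and no substrate for full effect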
Target sequence (P29466 120-297 limits assumed): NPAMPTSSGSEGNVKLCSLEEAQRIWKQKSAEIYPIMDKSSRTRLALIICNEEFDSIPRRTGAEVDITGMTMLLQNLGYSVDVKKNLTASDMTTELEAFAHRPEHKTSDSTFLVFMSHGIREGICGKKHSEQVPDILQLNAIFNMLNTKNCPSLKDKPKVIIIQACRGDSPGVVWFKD
Target sequence (P29466 317-404 limits assumed): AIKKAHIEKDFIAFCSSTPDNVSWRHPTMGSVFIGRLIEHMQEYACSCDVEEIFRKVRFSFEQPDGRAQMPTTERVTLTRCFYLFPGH
FLuc inh: blocks Photinus pyralis firefly luciferase activity. P08659. purified firefly luciferase, luminescence, 8 min. Potency, µM (highest dose often 57.1 µM), inactives show at the highest dose activity change, negative = inhibition, usual class: inhibitors. 2.2% of 72,000 active. AID 411; further: potency means the concentration at half of the fitted maximal effect; on the % scale 0 is the no-effect control and ±100 the full control effect; nearly all actives have a fitted effect of over 40% in size
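Inhibition of light generation by firefly luciferase from ATP and luciferin was profiled with concentration-response curves per sample, ATP held at 10 uM within the enzyme's linear range. Plates were read by luminescence after an 8-minute ambient incubation.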
Fluorescein autfl: compound fluoresces in the fluorescein spectral region; Compound autofluorescence, 480/540 nm, fluorescein-equivalent; active compounds read high; max fluorescein-equivalent concentration, M; 0.91% of 59,000 active; in the data active means max fluorescein-equivalent concentration above about 10 nM; inconclusive means between about 1.1 nM and that limit
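Autofluorescence profiling; 100 mM Tris, pH 8.0; incubation 15 min at RT; ex/em 480/540 nm; result as fluorescein-equivalent concentration.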
HADH2 inhib: HADH2 (human) dehydrogenase inhibition; 3.4% of 73,000 active; AID 886; Potency, µM (top dose mostly 57.1 µM), inactives show at the highest dose activity change, negative = inhibition, most hits filed as inhibitors; recombinant HADH2, NADH fluorescence, beta-hydroxybutyryl-CoA; further: potency means the concentration at half of the fitted maximal effect; on the % scale 0 is the no-effect control and ±100 the full control effect; nearly all actives have a fitted effect of over 60% in size; many of its hits are not listed in these tables
Target sequence (Q99714 whole entry, looked up, one chain of several): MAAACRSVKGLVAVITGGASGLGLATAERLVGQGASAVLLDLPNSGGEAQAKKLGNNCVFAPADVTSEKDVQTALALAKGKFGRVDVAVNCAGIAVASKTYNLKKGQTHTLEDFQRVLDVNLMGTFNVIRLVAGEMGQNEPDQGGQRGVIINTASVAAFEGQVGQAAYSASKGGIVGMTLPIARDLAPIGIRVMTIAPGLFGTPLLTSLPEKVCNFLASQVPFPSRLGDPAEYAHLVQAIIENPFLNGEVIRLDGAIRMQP
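Buffer 100 mM Tris-HCl pH 9.0/0.01% Tween-20; HADH2 20 nM; NAD+ 1 mM; beta-hydroxybutyryl-CoA 90 uM (all final). 15 min cpd preincubation, RT.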
ERK AVP inh: blocks ERK signaling stimulated by vasopressin. HEK293-V1b, vasopressin-stimulated pERK AlphaScreen. Potency, µM (highest dose often 57.5 µM), inactives show at the top dose activity, negative = inhibition, hits mostly inhibitors. 0.99% of 72,000 active. AID 995; further: potency means the concentration at half of the fitted maximal effect; on the % scale 0 is the no-effect control and ±100 the full control effect; nearly all actives have a fitted effect of over 55% in size
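V1b-HEK293 cells; cpd 30 min 37C; 25 nM vasopressin 5 min; lyse 10 min; AlphaScreen beads 5 hr RT. Normalized to DMSO basal and 25 nM vasopressin; AC50 by Hill fit.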
Caspase-7 inhib: allosteric or competitive inhibitors of human caspase-7; Potency, µM (series often up to 57.5 µM), for the others: top-dose activity change, negative = inhibition, most hits filed as inhibitors; 0.02% of 75,000 active; P55210; AID 889; recombinant caspase-7, Ac-DEVD-AFC fluorescence rate; active means well fitted inhibition curve with a large enough effect in the main read-out, with a control signal flat, not every such curve was filed as active; inconclusive means small, poorly fitted or top-dose-only effect, or a change in a side signal; further: potency means the concentration at half of the fitted maximal effect; % of control where 0% means no effect
Target sequence (P55210 24-198 limits assumed): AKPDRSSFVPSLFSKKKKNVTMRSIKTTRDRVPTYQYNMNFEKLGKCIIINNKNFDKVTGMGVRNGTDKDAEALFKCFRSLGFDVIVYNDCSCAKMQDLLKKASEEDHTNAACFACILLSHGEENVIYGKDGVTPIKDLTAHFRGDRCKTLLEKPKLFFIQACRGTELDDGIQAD
Target sequence (P55210 207-303 limits assumed): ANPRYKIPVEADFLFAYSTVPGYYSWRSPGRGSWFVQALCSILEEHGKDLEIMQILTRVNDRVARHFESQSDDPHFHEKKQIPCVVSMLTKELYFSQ
Rhodamine autofl: compound autofluorescence in rhodamine spectral region; 0.05% of 59,000 active; AID 594; max dye-equivalent concentration, M; Rhodamine-region fluorescence, 547/598 nm, Tris buffer; active compounds read high; in the data active means max dye-equivalent concentration above about 11 nM; inconclusive means between about 1.1 nM and that limit
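Read-out is relative fluorescence at 547 nm excitation and 598 nm emission, expressed as dye-equivalent concentration using rhodamine standards on every plate. Each compound was profiled across a concentration series after 15 min in 100 mM Tris, pH 8.0.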
* = called active by the depositor; [ ] = remark or other dose. Unless noted, the call rests on the fitted dose curve; in most records, active means well fitted curve in the direction sought with a large enough effect; inconclusive means small, poorly fitted or top-dose-only effect, or another doubt; inactive means no such curve, though single readings can be large; an effect the other way counts as inactive or inconclusive. Not all compounds are listed; the hit share may differ from the screen's.

For Cc1nc2ncnn2c(C)c1CCC(=O)N1CCc2ccccc21 the results were USP2a inhib 1%, HEK293 cAMP cs 8%, Tau filament bind 0%, TexasRed autofl inconclusive, Caspase-1 inhib 3%, FLuc inh -1%, Fluorescein autfl inactive, HADH2 inhib 6%, ERK AVP inh inconclusive, Caspase-7 inhib 0% and Rhodamine autofl inactive.
c1ccc(CCc2nc(-c3cccnc3)no2)cc1 was read as USP2a inhib 9%, HEK293 cAMP cs -8%, Tau filament bind -1%, TexasRed autofl inconclusive, Caspase-1 inhib 1%, FLuc inh -6%, Fluorescein autfl inactive, HADH2 inhib 7%, ERK AVP inh 3%, Caspase-7 inhib 1% and Rhodamine autofl inactive.
CCOC(=O)N1CCN(C(=O)CSCC(=O)N=c2sc3ccccc3n2C)CC1 was read as USP2a inhib 3%, HEK293 cAMP cs inconclusive, Tau filament bind 6%, TexasRed autofl inactive, Caspase-1 inhib -2%, FLuc inh -1%, Fluorescein autfl inactive, HADH2 inhib -2%, ERK AVP inh 6%, Caspase-7 inhib 0% and Rhodamine autofl inactive.
`CCCCOC(=O)C1C2C=C[C@]3(CN(C(C)c4ccc(OC)cc4)C(=O)[C@H]13)O2` (some centres not stated) gave USP2a inhib 8%, HEK293 cAMP cs 4%, Tau filament bind 0%, TexasRed autofl inactive, Caspase-1 inhib -2%, FLuc inh 5%, Fluorescein autfl inactive, HADH2 inhib 13%, ERK AVP inh 14%, Caspase-7 inhib 1% and Rhodamine autofl inactive.
`O=S(=O)(c1ccccc1)N1CCC2(CCCN(c3cccc(-c4ccccc4)c3)C2)CC1` gave USP2a inhib 112%[activator], HEK293 cAMP cs 14%, Tau filament bind -4%, TexasRed autofl inactive, Caspase-1 inhib -2%, FLuc inh 1%[11.4 µM], Fluorescein autfl inactive, HADH2 inhib -4%, ERK AVP inh 31%[activator], Caspase-7 inhib -1% and Rhodamine autofl inactive.
Screening CC1(C)CC(=O)C(C=NCCc2ccccn2)=C(O)C1 returned USP2a inhib -6%, HEK293 cAMP cs 6%, Tau filament bind 6%, Caspase-1 inhib -3%, FLuc inh 3%, HADH2 inhib 2%, ERK AVP inh -17% and Caspase-7 inhib -3%.
`COc1cccc(-c2oc3ccccc3c(=O)c2O)c1` gave HEK293 cAMP cs inconclusive, Tau filament bind inconclusive, TexasRed autofl inactive, Caspase-1 inhib -7%, FLuc inh 0%[11.4 µM], Fluorescein autfl inactive, HADH2 inhib -7%, ERK AVP inh inconclusive, Caspase-7 inhib -16% and Rhodamine autofl inactive.
Screening CC1=CCP(=O)(c2ccccc2)C1 (configuration not stated) returned USP2a inhib 0%, HEK293 cAMP cs 4%, Tau filament bind -2%, TexasRed autofl inactive, Caspase-1 inhib -1%, FLuc inh 4%, Fluorescein autfl inactive, HADH2 inhib 3%, ERK AVP inh -1%, Caspase-7 inhib -1% and Rhodamine autofl inactive.
O=C(CNC(=O)c1ccc(Cl)cc1Cl)NCC(=O)Nc1ccccc1N1CCOCC1 was read as USP2a inhib 8%, HEK293 cAMP cs 3%, Tau filament bind 4%, TexasRed autofl inactive, Caspase-1 inhib 1%, FLuc inh 0%, Fluorescein autfl inconclusive, HADH2 inhib 3%, ERK AVP inh -17%, Caspase-7 inhib 0% and Rhodamine autofl inactive.
Cc1cccc(NC(=O)N(Cc2nc3ccccc3c(=O)[nH]2)C2CCCC2)c1 was read as HEK293 cAMP cs 20%, Tau filament bind -4%, TexasRed autofl inactive, Caspase-1 inhib -4%, FLuc inh -11%, Fluorescein autfl inactive, HADH2 inhib -1%, ERK AVP inh 0%, Caspase-7 inhib 1% and Rhodamine autofl inactive.
Screening O=C(NCCN1CCN(c2ccccc2)CC1)C1(S(=O)(=O)c2ccc(Cl)cc2)CC1 returned HEK293 cAMP cs 4%, Tau filament bind -11%, Caspase-1 inhib -1%, FLuc inh 1%, HADH2 inhib -5%, ERK AVP inh 3% and Caspase-7 inhib 0%.
O=C(Nc1nnc(-c2ccco2)s1)c1ccccc1 was read as USP2a inhib 18%, HEK293 cAMP cs -5%, Tau filament bind 25%, Caspase-1 inhib -5%, FLuc inh -29%, HADH2 inhib inconclusive, ERK AVP inh -4% and Caspase-7 inhib -1%.
`CCCn1c(O)c(CN2CCCC(C)C2)c(C)c(C#N)c1=O` (configuration not stated) gave USP2a inhib 4%, HEK293 cAMP cs -5%, Tau filament bind 72%, TexasRed autofl inconclusive, Caspase-1 inhib inconclusive, FLuc inh -1%, Fluorescein autfl 6.5e-08M*, HADH2 inhib inconclusive, ERK AVP inh 2%, Caspase-7 inhib -13% and Rhodamine autofl inconclusive.
Screening CCOC(=O)N1CCC(NCCNC(=O)c2cccs2)CC1 returned USP2a inhib -26%, HEK293 cAMP cs 10%, Tau filament bind -18%, TexasRed autofl inactive, Caspase-1 inhib -1%, FLuc inh 4%, Fluorescein autfl inactive, HADH2 inhib 2%, ERK AVP inh -9%, Caspase-7 inhib 2% and Rhodamine autofl inactive.
CCn1c(SCC(=O)Nc2cccc(C(C)=O)c2)nnc1C(C)C was read as USP2a inhib 0%, HEK293 cAMP cs 0%, Tau filament bind -4%, TexasRed autofl inconclusive, Caspase-1 inhib -1%, FLuc inh 2%, Fluorescein autfl inactive, HADH2 inhib 2%, ERK AVP inh -4%, Caspase-7 inhib 4% and Rhodamine autofl inactive.
For O=C(c1ccncc1)N1CCC2(CC1)CCN(c1cccc(-c3ccccc3)c1)CC2 the results were USP2a inhib 158%[activator], HEK293 cAMP cs 19%, Tau filament bind 2%, TexasRed autofl inactive, Caspase-1 inhib -3%, FLuc inh 1%[11.4 µM], Fluorescein autfl inactive, HADH2 inhib -7%, ERK AVP inh inconclusive, Caspase-7 inhib 1% and Rhodamine autofl inactive.
`Cc1ccc(S(=O)(=O)N=Nc2c(O)[nH]c3cc(O)c(C(=O)O)cc23)cc1` gave HEK293 cAMP cs 5%[11.4 µM], Tau filament bind -8%[11.4 µM], TexasRed autofl inactive, Caspase-1 inhib -1%[11.5 µM], FLuc inh 3%[11.4 µM], Fluorescein autfl inconclusive, HADH2 inhib inconclusive, ERK AVP inh -14%[11.5 µM], Caspase-7 inhib -2%[11.5 µM] and Rhodamine autofl inactive.
Screening Cc1[nH]nc2c1C(c1ccoc1)C(C#N)=C(N)O2 (configuration not stated) returned USP2a inhib -25%, HEK293 cAMP cs 6%, Tau filament bind -3%, TexasRed autofl inconclusive, Caspase-1 inhib -1%, FLuc inh -1%, Fluorescein autfl inactive, HADH2 inhib -15%, ERK AVP inh -7%, Caspase-7 inhib -1% and Rhodamine autofl inactive.
`Cc1ccc(-c2nnn(CC(=O)Nc3ccccc3N3CCOCC3)n2)cc1` gave USP2a inhib 0%, HEK293 cAMP cs 6%, Tau filament bind 9%, TexasRed autofl inactive, Caspase-1 inhib 0%, FLuc inh -3%, Fluorescein autfl inactive, HADH2 inhib 13%, ERK AVP inh 14%, Caspase-7 inhib 0% and Rhodamine autofl inactive.
Cc1ccc(NC(=O)C2CCCN2S(=O)(=O)c2ccc3c(c2)CCC(=O)N3)cc1Cl (configuration not stated) was read as HEK293 cAMP cs -4%, Tau filament bind 1%, Caspase-1 inhib 0%, FLuc inh 2%, HADH2 inhib 5%, ERK AVP inh -4% and Caspase-7 inhib -2%.
CC(=O)c1c(O)c(C)c(O)c2c1OC1=CC(=O)[C@H](C(C)=O)C(=O)[C@]12C was read as HEK293 cAMP cs 2%, Tau filament bind inconclusive, TexasRed autofl inactive, FLuc inh -1%[11.4 µM], Fluorescein autfl inactive, HADH2 inhib -16% and Rhodamine autofl inactive.
Screening COc1ccc(Cn2c(=O)[nH]c3cc(C(=O)NCCCN4CCCC4=O)ccc3c2=O)cc1 returned USP2a inhib 13%, HEK293 cAMP cs 9%, Tau filament bind 1%, TexasRed autofl inactive, Caspase-1 inhib -1%, FLuc inh -1%, Fluorescein autfl inactive, HADH2 inhib 11%, ERK AVP inh 23%, Caspase-7 inhib -12% and Rhodamine autofl inactive.
`COc1ccc(CNC(=O)C2CCN(S(=O)(=O)N3CCOCC3)CC2)cc1` gave USP2a inhib -2%, HEK293 cAMP cs -4%, Tau filament bind 0%, TexasRed autofl inactive, Caspase-1 inhib 1%, FLuc inh 1%, Fluorescein autfl inactive, HADH2 inhib 12%, ERK AVP inh 3%, Caspase-7 inhib 1% and Rhodamine autofl inactive.
Screening C=CCn1c(=O)c2ccccc2n2c(SCc3csc(-c4ccccc4)n3)nnc12 returned USP2a inhib 13%, HEK293 cAMP cs inconclusive, Tau filament bind -19%, TexasRed autofl inconclusive, Caspase-1 inhib 3%, FLuc inh 0%, Fluorescein autfl inconclusive, HADH2 inhib 7%, ERK AVP inh -3%, Caspase-7 inhib 1% and Rhodamine autofl inactive.
